From PubChem
aDG glyco act = activators of alpha-DG glycosylation, primary screen, uHTS, Pro5-aDG cells, AlphaScreen; 0.22% of 360,000 active; activation, % at 10 µM; alpha-DG glycosylation AlphaScreen (IIH6); 0% Pro5, 100% B10-LARGE cell signal;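 active = activation of at least 8% versus controls, or a plate z-score of at least 8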;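 also: Pro5 are CHO cells carrying HIG-tagged alpha-DG that lacks glycosylation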
Vif inh = HIV Vif self-association inhibitors, primary screen, imaging, HEK293T, single point. AID 602346, 2012. inhibition, % at 7.49 µM. 0.35% of 340,000 active. HEK293T cells, Vif self-association by quenched fluorescence, 24 h; in the data active = inhibition above about 50%, passing the limit was not always enough; also: some results filed as inactive read as strong as hits
NOD2 RIPK2 PPI = NOD2-RIPK2 binding disruptors in cells, primary screen, fluorescence, CHO cells, BLA complementation | CCF4 ratio | 0.38% of 360,000 active | inhibition, % at 4.98 µM | AID 624267, 2012; in the data active = inhibition above about 21%;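 also: 0% = vehicle only and 100% = reference blocker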
MC4R ag barr = MC4R agonists recruiting beta-arrestin, primary screen, cell-based, luminescence, agonist arm of biased-ligand search | Melanocortin receptor 4 (Homo sapiens), P32245 | U2OS MC4R beta-arrestin complementation; percent of melanotan II response, DMSO zero | activation, % at 8.9 µM | 0.98% of 360,000 active | AID 540308, 2011;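 active = activation above a per-plate cutoff, the mean activation of sample wells on that plate plus 3 SD, cut at about 8% in these data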
ABHD5-PLIN5 inh = ABHD5-PLIN5 interaction inhibitors, primary screen, cell lysate, split luciferase complementation, luminescence; Split G. princeps luciferase complementation, 4 h; inhibition, % at 4 µM; 0.78% of 360,000 active; AID 602281, 2012;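 active = inhibition above the mean inhibition across every tested compound plus 3 SD, cut at about 22% in these data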;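 also: 0% = DMSO only wells and the 100% control is not disclosed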
MC4R antag cAMP = MC4R antagonists of cAMP signaling, primary screen, cell-based, TR-FRET, antagonist arm of biased-ligand search; MC4R-expressing cells, MTII-stimulated cAMP, LANCE TR-FRET; inhibition, % at 6.5 µM; 0.48% of 360,000 active;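 active = inhibition above its plate's cutoff, the mean of tested wells on that plate plus 3 SD, cut at about 29% in these data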;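 also: 0% = Melanotan II alone and 100% = Melanotan II plus saturating MCL0020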
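Material: human MC4R-expressing U2OS cells. Probe or stimulus: Melanotan II challenge. Dosing: 6.5 µM single dose. Times: 30-min compound, 1-h challenge, 1-h detection, room temperature. Technique: TR-FRET with Eu-cAMP and labeled anti-cAMP, 671 nm. Replication: singlicate.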
Granule exo inh = LAMP-1 surface exposure blockers, TALL-104 cells – cell-based, flow cytometry, MLPCN library, primary screen; 0.66% of 360,000 active; AID 651702, 2012; inhibition, % at 10 µM; TALL-104 LAMP-1 surface exposure; cells stimulated with thapsigargin and PMA;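 active = inhibition above about 55%, limit read from the data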
Glyco luc inh = increase of ERlucT glycosylation luciferase signal, primary screen, N-linked glycosylation inhibitor project, D54 ERlucT cells, luminescence, set 2 | D54 ERlucT glycosylation luciferase reporter, 24 h; percent of 100 nM tunicamycin response | reporter increase, % at 12.5 µM | 0.23% of 360,000 active | AID 588692, 2011;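 active = mean luciferase reporter signal, scaled so untreated is 0 and the glycosylation-blocking control 100, at or above a set limit in every replicate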;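 also: luciferase carries N-glycosylation sites so blocking glycosylation raises the light; 0% = median of neutral control wells and 100% = median of 100 nM tunicamycin wells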
ABCB6 inh 2 = ABCB6 transporter inhibitors, primary screen, K562-ABCB6 cells, flow cytometry, MLPCN library; fluorescence ratio to DMSO, % at 10 µM; ATP-binding cassette sub-family B member 6 (Homo sapiens), Q9NP58; 0.19% of 360,000 active; K562-ABCB6 porphyrin accumulation, 1 h; stronger effect = lower value;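 active = fluorescence ratio to DMSO below 75%, the collection mean minus 3 SD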;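 also: signal is porphyrin accumulated inside mitochondria; 100% equals median channel fluorescence of DMSO control wells; lower ratio means ABCB6 inhibition with less porphyrin fluorescence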
TLR9-MyD88 block = inhibitors of TLR9-MyD88 association in cells, primary screen, cell-based, CHO, BLA complementation, fluorescence. CCF4 FRET ratio. inhibition, % at 4.98 µM. 0.21% of 340,000 active;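 active = inhibition above the mean over all tested compounds plus 3 SD, cut at about 21% in these data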;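 also: 0% = DMSO only wells and 100% = clavulanate BLA inhibitor control wells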
* = called active by the depositor; / = no result given. Not all compounds are listed. The share of hits here may be higher or lower than overall.

SMILES	aDG glyco act	Vif inh	NOD2 RIPK2 PPI	MC4R ag barr	ABHD5-PLIN5 inh	MC4R antag cAMP	Granule exo inh	Glyco luc inh	ABCB6 inh 2	TLR9-MyD88 block
C=CCn1c2ccccc2c2nnc(SC(CC)C(=O)Nc3sc4c(c3C#N)CCCC4)nc21 (stereo unspecified)	0.2	0	-7	-0.1	8	-24	-2	-5	78	-8
Cc1cc(C)c(OCC(=O)OCC(=O)NC2CCCCCCC2)c(C)c1	-0.2	/	-7	1.3	7	4	-2	-1	96	-14
COC(=O)c1sccc1OCc1cccc(OC)c1	0.2	/	-5	-0.6	-12	-6	0	-4	104	-8
CCn1c(SCC(=O)NCc2cccs2)nc2c1c(=O)n(C)c(=O)n2C	0.0	13	2	-1.4	2	3	-2	2	96	0
CCC1(C)NC(=O)N(CC(=O)Nc2sc3c(c2C(=O)OC)CCCCC3)C1=O (stereo unspecified)	-0.7	2	-3	-0.3	-2	-1	-2	1	97	5
CCOC1C(=O)NC(=O)N1Cc1ccccc1 (stereo unspecified)	0.0	-2	4	-0.1	-10	4	-2	1	100	-65
[O-][n+]1onc2c3ccnnc3ccc21	0.1	1	4	-1.0	-7	19	-1	1	93	2
O=[N+]([O-])c1cc(C(F)(F)F)ccc1NN=C1CCCC1	-0.1	18	4	0.1	0	-1	7	2	99	2
COc1ccc2[nH]c(C)c(CCNC(=S)Nc3cc(C)cc(C)c3)c2c1	-0.1	-1	0	2.5	-17	2	4	-4	102	4
CCOC(=O)c1cnn(-c2ccccc2)c1-n1cccc1	-0.1	1	-8	0.9	3	8	-1	-2	97	1
Cc1ccc(C(CC(=O)O)NC(=O)CN2C(=O)c3ccccc3C2=O)cc1 (stereo unspecified)	0.0	3	4	-1.0	0	0	2	0	101	7
COc1ccc(OC)c(C=Nc2ccccc2-c2nc3ccccc3[nH]2)c1	1.4	-8	4	-0.1	2	13	-2	1	102	6
COc1cccc2cc(C(=O)OCc3ccccc3)c(=O)oc12	-0.1	-14	-3	-0.6	5	4	-5	1	103	0
Cc1ccccc1N1CCN(C(=O)NCc2cccc(Cl)c2)CC1	0.0	-13	-3	2.2	4	14	86*	-1	99	-11
CCN(CC)C1=N/C(=C\c2ccco2)C(=O)N1c1ccccc1	-0.2	-18	3	-2.1	4	3	4	-1	102	-3
CCC1CCCCN1CCCNC(=O)C1CCCN(c2ncnc3c2nc2n3CCCCC2)C1 (stereo unspecified)	-0.3	3	5	-2.0	-2	7	-2	-1	102	-8
Cc1nc2ccccn2c1CN(C)C(=O)C1CCC(=O)N(CCc2cccc(F)c2)C1 (stereo unspecified)	-0.2	8	3	0.3	0	3	-15	3	104	0
Cc1occc1-c1nnc(SCC(=O)NC2CC2)n1C	0.1	-5	0	0.6	12	6	0	0	94	-13
Cc1ccccc1NC(=O)C(NS(=O)(=O)c1ccc2c(c1)c(=O)n(C)c(=O)n2C)c1ccccc1 (stereo unspecified)	0.1	-7	-3	-0.1	-7	17	6	-1	98	-1
COCc1c(C(=O)N2CCN(Cc3c(F)cccc3Cl)CC2)oc2ccccc12	0.0	-29	1	-0.3	-2	-6	-4	1	89	-9
COc1ccc(CCNC(=O)c2cc(S(=O)(=O)N3CCCCCC3)ccc2OC)cc1OC	0.3	-9	-5	-0.8	-9	8	-1	-3	103	2
O=C(COCC(=O)N/N=C/c1ccc(F)cc1)N/N=C/c1ccc(F)cc1	-0.2	2	-6	-3.0	0	6	-8	3	104	-4
CCc1cc(CNC(=O)CC2C(=O)NCCN2Cc2ccc(-c3ccccc3)cc2)on1 (stereo unspecified)	0.0	-2	9	-1.7	3	3	-3	-2	95	11
CN1CCN(c2nc(-c3ccccc3)nc3c2oc2ccccc23)CC1	1.6	6	10	-2.9	14	2	4	6	100	-1
CCOc1ccc(-c2nnc(SCC(=O)N3CCOCC3)o2)cc1	0.0	1	0	-1.3	-1	6	-13	1	109	9

Some entries already given, showing only Glyco luc inh, TLR9-MyD88 block and ABHD5-PLIN5 inh.
SMILES	Glyco luc inh	TLR9-MyD88 block	ABHD5-PLIN5 inh
[O-][n+]1onc2c3ccnnc3ccc21	1	2	-7
CCOc1ccc(-c2nnc(SCC(=O)N3CCOCC3)o2)cc1	1	9	-1

(listing goes on)
SMILES	aDG glyco act	Vif inh	NOD2 RIPK2 PPI	MC4R ag barr	ABHD5-PLIN5 inh	MC4R antag cAMP	Granule exo inh	Glyco luc inh	ABCB6 inh 2	TLR9-MyD88 block
C/C=C/c1ccc(OCCOCCOc2cccc3cccnc23)c(OC)c1	0.0	-10	-2	-1.4	-5	-2	1	-2	101	2
O=[N+]([O-])c1ccc(O)c(C2CCCCC2)c1	0.2	-8	2	5.1	-5	3	1	-2	98	-4
CC1(c2ccc(OC(F)F)cc2)NC(=O)N(CC(=O)N2c3ccccc3NC(=O)C2(C)C)C1=O (stereo unspecified)	-0.1	-7	-4	-0.6	-9	5	15	-2	96	0
C=CCOc1ccc(/C=C2\SC(N3CCCCC3)=NC2=O)cc1	0.2	-2	-5	1.1	2	-1	30	19	97	-7
CCn1c(SCC(=O)N/N=C/c2ccc(C)o2)nnc1-c1ccc(C)cc1	0.1	0	-8	-2.2	-2	4	-2	2	107	5
COc1ccc(CCC(=O)NCCOc2ccccc2Cl)cc1	-0.2	0	-2	-0.8	-3	19	-7	-1	94	3
O=C(NCc1ccccc1F)C1CC(=O)N(Cc2ccco2)C1 (stereo unspecified)	-0.2	0	-15	-1.1	3	6	-6	1	100	-4
O=c1[nH]c2cc([N+](=O)[O-])c(NCCO)c([N+](=O)[O-])c2[nH]1	-0.1	-8	6	-2.0	5	-29	0	2	100	/
COCCCn1c(C23CC4CC(CC(C4)C2)C3)n[nH]c1=S	0.0	-4	-1	0.6	2	1	-5	-1	100	7
COCCCNC(=O)c1cc(OC)c(OC)c(OC)c1	0.1	5	-6	0.4	-6	-7	0	2	99	-8
Clc1ccc(C[n+]2cc(-c3ccccc3)n3c2CCC3)cc1Cl	0.0	-5	-6	-0.5	10	8	12	6	92	3
O=C(c1ccccc1S(=O)(=O)NCC(O)COc1ccc([N+](=O)[O-])cc1)N1CCCCC1 (stereo unspecified)	-0.2	-6	1	1.1	-4	0	12	2	99	-11
CCOC(=O)N1CC=C2C(C#N)=C(N)C(C#N)(C#N)[C@H](c3ccsc3)[C@H]2C1	-0.3	-1	-1	-1.2	0	15	-1	2	114	7
COc1ccc(OC)c(NC(=O)CCN2CC(C)OC(C)C2)c1 (stereo unspecified)	3.3	19	-4	-0.4	2	5	3	1	102	3
CC(=O)c1c(C)[nH]c(C(=O)Nc2ccc(F)c(F)c2F)c1C	-0.1	-17	5	0.8	3	25	-6	5	102	0
CCOc1ccc(N=Cc2c(O)cc(C)oc2=O)cc1	0.1	1	-13	0.6	8	-3	6	0	93	-8
O=C(Cc1cccs1)N(c1ccc(Br)cc1)C1C=CS(=O)(=O)C1 (stereo unspecified)	0.0	2	10	0.4	0	3	-3	2	95	4
Cc1cc(C(F)(F)F)c(C#N)c(SCC(=O)NC2CC2)n1	-0.1	/	4	-0.2	1	-4	2	-1	93	-1
CCOC(=O)C1=C(CC)Nc2ccccc2N=C1NC(=O)c1cc(C)on1	0.1	4	4	-0.3	0	7	2	-2	101	-7
O=C(NNC(=O)C12CC3CC(CC(C3)C1)C2)c1cccc([N+](=O)[O-])c1	0.1	-4	1	-1.6	6	10	-5	2	105	-6
CCOC(=O)c1cc2cc(F)ccc2nc1C	0.0	-8	13	-2.0	-3	3	-2	1	97	2
CC1=C(C(=O)N(C)C)CC(CC(=O)NCC2CCCCC2)C(=O)N1Cc1ccc(C(C)(C)C)cc1 (stereo unspecified)	-0.1	-2	-8	-2.5	3	4	-1	10	91	1
O=C(O)CCCCCN1C(=O)CSC1=S	0.4	5	0	0.3	-6	0	-3	1	103	-7
Cc1ccc2[nH]c(=O)c(-c3nc4c(C)cccn4c3NCc3ccco3)cc2c1	0.5	-13	0	0.1	-4	1	19	-6	102	-2
O=C1/C(=C/c2cccnc2)Oc2cc(OS(=O)(=O)c3ccccc3)ccc21	0.3	-6	11	0.9	15	10	-7	-2	105	-9
SMILES	aDG glyco act	Vif inh	NOD2 RIPK2 PPI	MC4R ag barr	ABHD5-PLIN5 inh	MC4R antag cAMP	Granule exo inh	Glyco luc inh	ABCB6 inh 2	TLR9-MyD88 block
CC1(C)CC[C@]2(C(=O)O)CC[C@]3(C)C(=CC[C@@H]4[C@@]5(C)CC[C@H](O[C@@H]6O[C@H](C(=O)O)[C@@H](O)[C@H](O[C@@H]7OC[C@H](O)[C@H](O)[C@H]7O)[C@H]6O)C(C)(C)[C@@H]5CC[C@]43C)[C@@H]2C1	-0.3	-21	18	-2.2	-7	111*	2	-7	97	15
O=C(c1cccs1)N1CCN(C(=O)N2CCOCC2)CC1	0.1	0	-7	-1.4	-5	6	-4	0	98	9
Cc1oc(-c2ccc(Cl)cc2)nc1CS(=O)CC(=O)NCCN1CCCC1 (stereo unspecified)	2.1	/	-8	0.5	1	-8	56*	-2	92	-5
COc1cc2nc(NCC3CCCO3)n3nc(-c4cccnc4)nc3c2cc1OC (stereo unspecified)	-0.6	-9	-1	-0.6	-4	2	4	0	93	-6
O=C(O)CCCC(=O)Nc1ccccc1SCCS(=O)(=O)c1ccc(Cl)cc1	0.1	4	-2	-1.9	4	13	4	4	100	4
CC(=O)c1cccc(NC(=O)N2CCCC2C(=O)Nc2ccc3c(c2)OCO3)c1 (stereo unspecified)	-0.2	2	-5	-0.9	2	-5	-1	4	97	0
Cc1ccc(NC(=S)N2CCC(c3nc4ccccc4s3)CC2)cc1	0.5	-4	-15	-0.2	-19	8	-2	1	102	-19
Cc1ccc(S(=O)(=O)N2CCOCC2)cc1NC(=O)COC(=O)c1cc(=O)c2ccccc2o1	0.0	1	0	-4.7	1	-3	-5	1	103	-13
COc1ccc(C(=O)CSc2nnc(-c3cnccn3)n2Cc2ccco2)cc1	0.0	-8	-5	1.1	13	-2	-2	-2	92	-3
COC(=O)c1cc(NC(=S)NCc2ccc(Cl)cc2)cc(C(=O)OC)c1	0.1	4	-3	3.7	1	22	9	1	101	1
O=C(NC1CCCc2c1cnn2-c1cc(F)cc(F)c1)c1ccc[n+]([O-])c1 (stereo unspecified)	-0.4	/	-4	-2.6	-3	7	2	2	96	-1

Look-ups from the entries so far.
Cc1oc(-c2ccc(Cl)cc2)nc1CS(=O)CC(=O)NCCN1CCCC1 (stereo unspecified) | Glyco luc inh = -2
COC(=O)c1cc(NC(=S)NCc2ccc(Cl)cc2)cc(C(=O)OC)c1 | ABCB6 inh 2 = 101
O=C(NC1CCCc2c1cnn2-c1cc(F)cc(F)c1)c1ccc[n+]([O-])c1 (stereo unspecified) | ABCB6 inh 2 = 96
Cc1ccc(NC(=S)N2CCC(c3nc4ccccc4s3)CC2)cc1 | NOD2 RIPK2 PPI = -15
CC(=O)c1cccc(NC(=O)N2CCCC2C(=O)Nc2ccc3c(c2)OCO3)c1 (stereo unspecified) | ABHD5-PLIN5 inh = 2
